# a7 integrin act – activators of alpha7 integrin expression for muscular dystrophy. alpha7betagal myoblasts, beta-gal FDG fluorescence, 48 h. Potency, µM (titrated, usually from 38.3 µM), without a hit: top-dose activation, usual class: activators. 350,000 compounds, 0.064% hits;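 further: potency means the concentration at half of the fitted maximal effect; 100% = response of the positive control SU9516; nearly all actives have a fitted effect of over 60% in size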
#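 alpha7betagal+/- myoblasts (passage 13, 250/well) treated 48 h at 37C with compounds at 1:260 dilution of DMSO stock. Lysed, then beta-galactosidase activity read as FDG fluorescence (ex 480/em 540) after 30 min, with pre-read for autofluorescence.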
# BRCA1 expr act – activators of BRCA1 expression | 380,000 compounds, 1.1% hits | Potency, µM (titrated, usually from 46.1 µM), inactives show at the top dose activation, hits mostly activators | MCF7-BRCA1-FFLuc reporter, luminescence, 48 h; response scale: scaled: vehicle 0%, 10 µM genistein 100%; further: potency means the concentration at half of the fitted maximal effect; nearly all actives have a fitted effect of over 80% in size; some results filed as inactive show a strong effect at the top dose
#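 Compounds are tested at multiple concentrations on MCF7 BRCA1-luciferase reporter cells seeded at 2000 per well; after 48 h, a single luminescence end-point is taken and curves fitted to the normalized data.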
# TRPV1 agonist – human TRPV1 agonism. AID 540275. activation, % at 8.33 µM. Q8NER1. 320,000 compounds, 0.19% hits. TRPV1-expressing cells, Fluo-8 calcium influx, agonist mode; in the data active means activation above about 80%; inconclusive means between about 30% and that limit; further: 0% is about no effect
#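 Fluo-8 calcium influx in TRPV1-expressing cells, kinetic read (ex 480/em 520 nm). Compound added and read 3 min for agonist activity, followed by capsaicin at EC20 final and 2 min further read for enhancement.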
# B2AR arrestin – beta2AR (human) beta-arrestin recruitment activity. Potency, µM (series often up to 46.1 µM), for inactives: top-dose activation, hits mostly activators. P07550. AID 492947. beta-arrestin recruitment to beta2AR, cell-based reporter. 330,000 compounds, 0.02% hits;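 further: potency means the concentration at half of the fitted maximal effect; 0% = DMSO controls and full agonism = EC100 isoproterenol or metaproterenol; nearly all actives have a fitted effect of over 65% in size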
# TSG101-PTAP inh – blocks PTAP/TSG101 interaction to inhibit HIV-1 budding | Fluorescence polarization, FITC-PTAP peptide / Tsg101 binding | Potency, µM (highest dose often 115 µM), inactives show top-dose activity change, negative = inhibition, hits mostly inhibitors | 340,000 tested, under 10 active | AID 493005; active means well fitted inhibition curve with a large enough effect in the main read-out, with a control signal flat, not every such curve was filed as active; inconclusive means small, poorly fitted or top-dose-only effect, or effect the other way, or a change in a side signal; inactive means no such curve, though single readings can be large or run the other way; further: potency means the concentration at half of the fitted maximal effect; % of control where 0% means no effect
#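 Compounds were pin-transferred onto Tsg101 binding domain (10 uM final) in HEPES pH 7.5 buffer, then FITC-PTAP peptide was added at 50 nM final. After 20 min at RT, polarization reported peptide displacement across a qHTS concentration series.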
# CXXC DNA block – inhibitors of human MLL CXXC domain-DNA interaction. Potency, µM (titrated, usually from 115 µM), for inactives: at the top dose activity change, negative = inhibition, actives largely listed as inhibitors. Q03164. MLL-CXXC / FITC-HOXA9 DNA fluorescence polarization. 290,000 compounds, 0.037% hits; active means well fitted inhibition curve with a large enough effect in the polarisation, with a control signal flat, not every such curve was filed as active; inconclusive means small, poorly fitted or top-dose-only effect, or effect the other way, or a change in a side signal; inactive means no such curve, though single readings can be large or run the other way; the % refers to the polarisation; further: potency means the concentration at half of the fitted maximal effect
#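 Steps: dispense CXXC domain solution (7 uM) → pin compounds or unlabeled HOX-A9 DNA control → 5 min ambient → add FLSN-HOX-A9 solution (50 nM) → spin → 30 min ambient → fluorescence polarization. Tris pH 7.5/NaCl/DTT/BSA buffer.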
# p53 reactivation – restores transcriptional activity of mutant p53; H1299 p53-A138V BP100-luciferase reporter, luminescence, 24 h; Potency, µM (highest dose often 92.2 µM), without a hit: at the highest dose activity change, positive = activation, most hits filed as activators; 320,000 compounds, 0.063% hits; AID 504706; further: potency means the concentration at half of the fitted maximal effect; % of control where 0% means no effect; nearly all actives have a fitted effect of over 45% in size
#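 H1299 (p53-null), stable ts p53-A138V + BP100-Luc; 1000 cells/well, Opti-MEM/10% FBS; cpd 4 pt, 1:5; 24 h, 37 deg C, 5% CO2; detection reagent 10 min RT; luminescence.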
# ELG1 DNA repair – inhibitors of ELG1-dependent DNA repair in HEK293T cells. HEK293T ELG1-luciferase reporter, luminescence, 16 h; DNA damage induced by 5-fluorouridine. Potency, µM (series often up to 46.1 µM), inactives show at the highest dose activity change, negative = inhibition, actives largely listed as inhibitors. 330,000 compounds, 2.3% hits; further: potency means the concentration at half of the fitted maximal effect; on the % scale 0 is the no-effect control and ±100 the full control effect; nearly all actives have a fitted effect of over 55% in size
#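 Reporter activity after DNA damage by 5-fluorouridine is monitored. Compound-treated cells incubate 16 hr at 37 °C, then ONE-Glo is added for 30 min before luminescence reading.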
# TCR act – T cell receptor activation. AID 504894. 330,000 tested, under 10 active. Potency, µM (titrated, usually from 9.22 µM), for the others: at the top dose activation of IL-2 secretion, actives largely listed as activators. primary human leukocytes, anti-CD3, IL-2 HTRF, 48 h; further: % of control where 0% means no effect
#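 IL-2 produced over 48 hr by a-CD3 bead-stimulated primary human leukocytes exposed to compounds was detected with a homogeneous time-resolved FRET immunoassay, 665nm acceptor signal after 320nm excitation.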
# AT treatment – candidate therapy for ataxia-telangiectasia. Potency, µM (top dose mostly 57.5 µM), without a hit: at the top dose activation, most hits filed as activators. […] A-T fibroblasts, KAP-1 phosphorylation AlphaLISA; neocarzinostatin DNA damage 30 min before lysis. 320,000 compounds, 0.19% hits; further: potency means the concentration at half of the fitted maximal effect; % of control where 0% means no effect; nearly all actives have a fitted effect of over 45% in size
#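 ATM-like activity read as KAP-1 phosphorylation via AlphaLISA donor/acceptor antibody pairs after lysis and 6 hr at 25C. Cells were ATM-null patient fibroblasts ([…], hTERT), dosed 60 min, then exposed to the DSB inducer NCS for 30 min.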
# An asterisk follows results filed as active; ? = inconclusive; · = not tested or not shown; [ ] = dose if it differs, or a comment. Unless noted, the call rests on the fitted dose curve; in most records, active means well fitted curve in the direction sought with a large enough effect; inconclusive means small, poorly fitted or top-dose-only effect, or another doubt; inactive means no such curve, though single readings can be large; an effect the other way counts as inactive or inconclusive.
SMILES,a7 integrin act,BRCA1 expr act,TRPV1 agonist,B2AR arrestin,TSG101-PTAP inh,CXXC DNA block,p53 reactivation,ELG1 DNA repair,TCR act,AT treatment
CCN(CC)CCNS(=O)(=O)c1ccc(C(=O)NN)cc1,0.0%,-24.7%,-0.9,-0.2%,-1.2%,2.8%,13.2%,3.5%,4.9%,1.4%
CCN(CC)C(=O)C(=O)c1cn(CC(=O)NCC2CCCO2)c2ccccc12 (stereo unspecified),-7.9%,11.7%,-5.1,-1.1%,-1.5%,1.0%,-0.7%,3.0%,-3.7%,-2.1%
COc1ccc(Br)cc1C(=O)Nc1ccc(C(=O)NCC(C)C)cc1,22.1%,-15.5%,14.4,-0.1%,1.4%,-2.2%,-2.5%,-2.2%,-1.1%,-1.5%
CCC(=O)c1ccc(OC(=O)Cc2ccc(OC)cc2)cc1,9.4%,-4.4%,-0.7,-0.2%,-3.4%,37.1%[activator],?,-4.2%,-0.9%,-3.5%
CCc1ncc(CN2CCCC(C(=O)Nc3cccc(-c4cccc(C)c4)c3)C2)cn1 (stereo unspecified),-16.5%,-50.6%,1.6,-0.2%,1.0%,-0.7%,-3.9%,-2.3%,2.1%,13.0%
COc1ccc(CNC(=O)[C@H](C)[C@@H]2C[C@@]2(C)[C@@H](NC(=O)OCc2ccccc2)c2ccccc2)cc1OC,-7.3%,-1.7%,-7.5,3.6%,-0.7%,12.2%,3.1%,?,8.5%,-1.9%
C/C(=N\NS(=O)(=O)c1ccc(C)cc1)c1cc2ccccc2oc1=O,12.6%,1.5%,-4.1,-0.2%,-3.7%,-4.8%,10.5%,2.1%,1.8%,-3.7%
CCC(C)c1ccc(NC(=O)N2CCOCC2)cc1 (stereo unspecified),-11.4%,10µM*,92.6*,0.2%,2.1%,2.9%,-2.9%,?,·,-1.1%
COc1ccc(NC(=O)CCCn2c(=S)[nH]c3ccccc3c2=O)cc1,13.9%,-9.6%,-4.4,-0.8%,-2.1%,14.4%,5.1%,10.7%,-2.9%,9.7%
CC(=O)Nc1nc(C)c(-c2csc(Nc3cccc(C(C)=O)c3)n2)s1,-71.8%[inhibitor],-56.6%,0.2,0.4%,-8.3%,20.5%,?,5.8µM*,3.1%,-10.5%
O=C(COC(=O)Cc1n[nH]c(=O)c2ccccc12)Nc1ccc(Cl)cn1,0.5%,-22.4%,1.8,0.0%,-3.9%,·,5.0%,-8.3%,11.6%,1.0%
O=C(OCc1cc(Cl)ccc1OC(F)F)c1cncc(Br)c1,-24.2%,0.0%,8.3,0.0%,-2.8%,3.2%,2.3%,8.9%,0.3%,29.0%
O=c1cnnc(N/N=C/c2cccs2)[nH]1,?,-14.5%,-4.2,0.4%,-2.0%,-7.9%,0.8%,-0.5%,9.2%,12.1%
Cc1ccc(NC(=S)NC2CCN(Cc3ccccc3)CC2)cc1C,-16.9%,-24.3%,1.7,0.0%,2.3%,-0.1%,0.5%,?,-3.6%,9.8%
Cc1ccc(C(=O)Nc2ccccc2NC(=O)c2ccc(C)o2)o1,-31.5%,-14.3%,2.5,0.0%,-4.4%,4.3%,-2.2%,-13.9%,-30.7%,8.0%
Cc1nc2ccccc2c(=O)n1/N=C1\C(=O)N(C)c2ccccc21,·,·,2.0,-0.1%,·,9.8%,2.6%,6.1%,·,4.2%
O=C(Cn1nc(-c2ccccc2)nc1-c1ccccc1)N1CCOCC1,-0.1%,-2.5%,15.4,0.5%,-10.1%,-1.0%,-4.9%,-3.5%,5.9%,2.6%
CCOc1ccc(C(=O)Nc2nccs2)cc1[N+](=O)[O-],1.5%,?,12.7,-0.3%,1.6%,6.0%,?,?,-2.7%,-2.6%
CCCn1nnnc1NCc1ccccc1OCC,17.7%,0.7%,2.1,-0.9%,-2.0%,-4.8%,·,1.0%,-1.0%,8.1%
COc1ccc(C(CNC(=O)c2cccc(S(=O)(=O)Nc3ccc(F)cc3)c2)N2CCOCC2)cc1 (stereo unspecified),-12.8%,-13.8%,·,·,3.7%,·,·,·,-0.6%,·
COc1ccc(CCNc2ccc(C(CC(N)=O)NC(=O)c3cc(OC)ccc3OC)cc2[N+](=O)[O-])cc1 (stereo unspecified),-10.0%,-8.5%,3.8,-0.6%,-3.7%,1.1%,·,-1.1%,-8.2%,8.7%
O=c1ccc(C(F)(F)F)cn1Cc1cc(=O)n2ccsc2n1,3.1%,17.6%,0.0,0.0%,0.9%,-1.5%,4.6%,?,·,1.3%
Cn1c(=O)c2c(ncn2CC(=O)N2CCN(c3ccc([N+](=O)[O-])cc3)CC2)n(C)c1=O,-23.1%,-2.9%,1.1,-0.3%,-0.1%,7.0%,-4.3%,?,-2.5%,-1.3%
COc1ccc(C2SCC(=O)N2CCc2ccc(OC)c(OC)c2)cc1 (stereo unspecified),-2.5%,-18.8%,1.3,-0.5%,-0.3%,-3.6%,-5.3%,18.3µM*,-6.8%,2.5%
Cc1nc(SC2CC(=O)N(c3cc(Cl)cc(Cl)c3)C2=O)nc2c1CCCC2 (stereo unspecified),-9.6%,0.0%,-0.3,-0.9%,-1.8%,10.1%,-2.0%,10.1%,1.3%,0.2%
CN(C(=O)c1cccc(NC(=O)Cc2cccc(NC(=O)C3CCN(C(=O)C4CC4)CC3)c2)c1)C1CC1,-28.7%,12.4%,·,·,-0.9%,·,·,·,-2.1%,·
O=C(Nc1ccc(S(=O)(=O)Nc2ncccn2)cc1)c1cc([N+](=O)[O-])ccc1Cl,12.1%,-3.6%,5.0,-0.4%,-4.6%,-14.5%,13.7%,?,·,2.3%
O=C(CN1CCCCCC1)Nc1cc([N+](=O)[O-])ccc1Cl,-17.5%,-24.0%,1.1,2.0%,2.4%,5.2%,0.5%,4.7%,-4.4%,-16.4%
COc1cccc(C(=O)NC(=S)Nc2ccc3[nH]c(=O)[nH]c3c2)c1,0.0%,-2.0%,15.4,-0.3%,-1.5%,4.1%,1.6%,9.2%,-2.0%,2.6%
CCn1c(C)nc2cc(C(=O)N=Nc3c(O)[nH]c4c(C)cc(C)cc34)ccc21,·,·,0.0,-1.2%,·,25.0%,-10.2%,?,-1.8%[46.1 µM],2.2%
NC(=O)C1(NC(=O)[C@@H]2CC3(CC(c4cccc(NC(=O)[C@@H]5CCC(=O)N5)c4)=NO3)CN2C(=O)c2ccccc2)CC1 (stereo partly specified),9.4%,4.2%,-4.9,-0.3%,-3.5%,-6.9%,-6.7%,13.5%,-0.3%,4.8%
CSc1cnn(Cc2ccccc2)c(=O)c1SCc1ccccc1,12.6%,1.8%,?,-0.3%,-1.0%,-3.9%,8.2%,6.1%,7.4%[46.1 µM],5.5%
Cc1cc(N/C(=N/S(=O)(=O)c2cc(F)ccc2F)c2ccccc2)n(-c2ccccc2)n1,0.0%,35.0%,?,-1.0%,-5.4%,-2.0%,5.5%,?,-1.9%,-1.8%
COc1ccccc1NS(=O)(=O)c1cc(NC(=O)CCC(=O)c2cccs2)ccc1Cl,-15.5%,-38.1%,5.0,0.1%,-5.5%,-4.5%,-2.6%,?,-1.8%[46.1 µM],5.2%
COc1ccc(NC(=O)CCC(=O)Nc2cc(OC)c(NC(=O)c3ccco3)cc2OC)c(OC)c1,-10.2%,2.2%,-0.6,-0.7%,0.7%,7.7%,0.9%,?,2.3%,-2.2%
COc1cc(NC(=O)Cn2nnc(-c3ccccc3N)n2)cc(OC)c1,-39.8%,1.9%,1.9,-0.1%,-1.0%,12.4%,-2.8%,-21.0%,2.4%,4.2%
CC(=O)Nc1ccc(C(=O)CS(=O)(=O)c2ccc(C)cc2)cc1,32.2%,-16.1%,1.7,0.1%,-2.5%,2.3%,-1.5%,2.5%,-20.6%,4.2%

# A run of entries of the results above, as a working copy:
SMILES,a7 integrin act,BRCA1 expr act,TRPV1 agonist,B2AR arrestin,TSG101-PTAP inh,CXXC DNA block,p53 reactivation,ELG1 DNA repair,TCR act,AT treatment
COc1ccc(NC(=O)CCC(=O)Nc2cc(OC)c(NC(=O)c3ccco3)cc2OC)c(OC)c1,-10.2%,2.2%,-0.6,-0.7%,0.7%,7.7%,0.9%,?,2.3%,-2.2%
COc1cc(NC(=O)Cn2nnc(-c3ccccc3N)n2)cc(OC)c1,-39.8%,1.9%,1.9,-0.1%,-1.0%,12.4%,-2.8%,-21.0%,2.4%,4.2%
CC(=O)Nc1ccc(C(=O)CS(=O)(=O)c2ccc(C)cc2)cc1,32.2%,-16.1%,1.7,0.1%,-2.5%,2.3%,-1.5%,2.5%,-20.6%,4.2%

# Screening data: PubChem BioAssay, National Center for Advancing Translational Sciences (NCATS)
